Vif inh = blocks HIV Vif function. inhibition, % at 7.49 µM. actives 0.35% (n = 340,000). HEK293T cells, Vif self-association by quenched fluorescence, imaging, 24 h; in the data active = inhibition above about 50%, passing the limit was not always enough; inconclusive = no clear call, values can overlap the other calls; inactive = below about 31%; note: some results filed as inactive read as strong as hits
KKLEB cytotox = counter-screen for CF NF-kB inhibitors: cytotoxicity; KKLEB CF airway cells viability, ATPlite luminescence, overnight; stronger effect = lower value; cells stimulated with P. aeruginosa culture filtrate; activity change (cytotoxicity), % at 5 µM; actives 0.36% (n = 360,000); AID 602141;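 active = corrected activity change at or below -50% at 5 µM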
HIF-2a block = inhibitors of HIF-2a. actives 0.72% (n = 360,000). 786-0 RCC cells HIF-2a reporter, luciferase luminescence, overnight. inhibition, % at 18.8 µM. AID 624352;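 active = inhibition of the luminescence signal of 40% or more relative to plate controls, in a single-dose primary screen at 18.75 µM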
NR2E3 ag-1 = activates human photoreceptor nuclear receptor NR2E3. Q9Y5X4. GST-NR2E3/biotin-RetCOR TR-FRET, 1536-well. inhibition of corepressor binding, % at 4.78 µM. actives 0.12% (n = 320,000). AID 2300;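 active = percent inhibition above the cutoff of mean plus 3 SD of all tested compounds, set per screening campaign, cut at about 20% in these data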;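 note: 0% = DMSO wells and 100% = biotin wells as full block of FRET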
Target sequence (Q9Y5X4 whole entry, looked up): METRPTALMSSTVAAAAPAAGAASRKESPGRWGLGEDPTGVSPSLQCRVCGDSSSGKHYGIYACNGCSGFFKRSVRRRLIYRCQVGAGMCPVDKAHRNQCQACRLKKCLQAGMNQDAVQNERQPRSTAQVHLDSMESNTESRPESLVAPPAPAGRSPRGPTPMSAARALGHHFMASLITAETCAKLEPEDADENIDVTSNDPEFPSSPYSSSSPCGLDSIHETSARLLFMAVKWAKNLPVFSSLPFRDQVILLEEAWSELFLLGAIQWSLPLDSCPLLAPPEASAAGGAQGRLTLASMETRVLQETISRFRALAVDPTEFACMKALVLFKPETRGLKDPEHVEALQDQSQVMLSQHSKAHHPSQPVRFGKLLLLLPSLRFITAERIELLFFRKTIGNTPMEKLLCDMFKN
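Test system – NR2E3–RetCOR corepressor complex · Quantity – NR2E3 fusion 1.35 nM · Buffer or medium – Tris pH 7.5 · Incubation – Compound–protein incubation for 5 h at 4 °C · Technique – TR-FRET, Eu(K)-anti-GST donor, streptavidin-D2 acceptor, ex 340, em 617/671 nm · Evaluation – percent inhibition of 671/617 nm emission ratio versus biotin and DMSO controls · Plate – 1536-well format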
TRPM1 prom inh = inhibitors of MITF-driven TRPM1 promoter in melanoma cells; SK-MEL-5 TRPM1 promoter luciferase, 24 h; inhibition, % at 12.5 µM; actives 0.83% (n = 330,000); AID 488899;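 active = mean inhibition across replicates of 60% or more, whatever share of single replicates reaches that level; inconclusive = some that reach 60%, reason not given; inactive = mean inhibition across replicates below 60%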; note: values of inactives mirror those of a sister screen read the other way
Peg3 prom inh = Peg3 promoter activity inhibition; HeLa PEG-Prom luciferase reporter, luminescence, overnight; inhibition, % at 20 µM; actives 1.7% (n = 360,000); AID 588405;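 active = inhibition of at least 50% at 20 µM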
PDI turbidity = inhibitors of human protein disulfide isomerase. actives 0.052% (n = 350,000). P07237. AID 588391. PDI insulin aggregation turbidity, A650, 90 min. inhibition, % at 10 µM;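 active = mean inhibition across replicates of 30% or more, whatever share of single replicates reach that level; inconclusive = mean inhibition below 30% while every single replicate reaches 30%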;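 note: absorbance from insulin aggregation driven by PDI reduction with DTT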
Target sequence (P07237 whole entry, looked up): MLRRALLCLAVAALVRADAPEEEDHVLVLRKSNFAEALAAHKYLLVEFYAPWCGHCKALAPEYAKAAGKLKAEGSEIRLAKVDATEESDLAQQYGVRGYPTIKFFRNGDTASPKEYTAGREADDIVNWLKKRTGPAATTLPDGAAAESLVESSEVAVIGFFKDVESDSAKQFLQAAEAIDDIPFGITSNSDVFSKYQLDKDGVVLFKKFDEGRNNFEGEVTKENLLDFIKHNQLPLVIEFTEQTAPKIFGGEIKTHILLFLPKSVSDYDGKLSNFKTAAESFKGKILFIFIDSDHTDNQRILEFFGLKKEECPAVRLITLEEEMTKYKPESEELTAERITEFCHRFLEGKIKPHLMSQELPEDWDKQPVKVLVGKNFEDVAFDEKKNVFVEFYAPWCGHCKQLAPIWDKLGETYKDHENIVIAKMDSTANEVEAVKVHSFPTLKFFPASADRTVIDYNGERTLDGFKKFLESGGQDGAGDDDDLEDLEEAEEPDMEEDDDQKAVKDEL
Shn3 3UTR inh = Schnurri-3 reporter inhibition in Clone20 osteoblasts. Clone20 osteoblast Shn3 3'UTR firefly luciferase, 24 h. inhibition, % at 12.5 µM. actives 0.52% (n = 360,000);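 active = mean inhibition of at least 75% with every replicate also reaching 75%; inconclusive = mean inhibition at least 75% but some replicate below; inactive = mean inhibition below 75%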;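 note: 0% = median of neutral control wells and 100% = pilot-screen positive control compound; some compounds past the cut are filed as inactive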
CF NFkB block = inhibitors of cystic fibrosis induced NF-kB | KKLEB NF-kB-GFP reporter, PAF-induced, GFP fluorescence overnight | inhibition, % at 5 µM | actives 0.86% (n = 360,000) | AID 588850;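 active = at least 50% inhibition at 5 µM, scaled per plate between neutral and stimulator controls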;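 note: PAF is a Pseudomonas aeruginosa culture filtrate used as stimulus; plate controls were PAF-stimulated DMSO wells for no effect and unstimulated DMSO wells for full effect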
NR2E3 ag-2 = activates human NR2E3 receptor. inhibition of corepressor binding, % at 3.98 µM. actives 0.35% (n = 360,000). Q9Y5X4. AID 602229. CHO-S Gal4-NCOR/VP16-NR2E3 two-hybrid, luciferase;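 active = inhibition above the mean of all tested compounds plus 3 SD, cut at about 70% in these data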;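 note: 0% = DMSO with NR2E3 transfected cells and 100% = cells lacking NR2E3 construct; higher means lower luciferase signal from less NR2E3 corepressor binding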
CaV13 FRET inh = Primary screen for inhibitors of IQ motif and Ca2+-dependent inactivation inhibitor domain binding in CACNA1D, Förster resonance energy transfer in living cells, … | inhibition, % at 12.3 µM | HEK cells, CFP/YFP FRET ICDI-IQ, plate reader, 10 min; percent FRET-ratio fall versus neutral wells | actives 0.098% (n = 340,000);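 active = mean replicate inhibition of at least 30% and at least 1% of replicates passing that level; inconclusive = only one of the two criteria is met; inactive = neither criterion is met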;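 note: 0% = median of the neutral control wells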
Active calls of the source: *; ? = inconclusive; nt = no result given.

SMILES	Vif inh	KKLEB cytotox	HIF-2a block	NR2E3 ag-1	TRPM1 prom inh	Peg3 prom inh	PDI turbidity	Shn3 3UTR inh	CF NFkB block	NR2E3 ag-2	CaV13 FRET inh
CCCC(C)n1[nH]c(=O)c2c(C)cc(C)nc21 (stereo not drawn)	nt	-18.4	9.7	1.5	18.7	-16.8	3.1	nt	4.7	-45.5	-6.9
CCc1ccc(-n2c(SCC(=O)NC3CCS(=O)(=O)C3)nc3ccccc3c2=O)cc1 (stereo not drawn)	-3.1	8.2	-3.7	3.0	-4.0	6.1	-4.3	-11.3	-3.2	-36.5	-2.4
O=C(Cn1ncc2c(=O)oc3ccccc3c21)N1CCN(C(=O)c2ccco2)CC1	5.3	-3.8	9.8	1.5	17.3	9.6	8.3	14.8	6.8	6.0	-3.5
CCc1ccc(N(CC(=O)N2CCN(Cc3ccccc3)CC2)S(C)(=O)=O)cc1	-4.2	13.2	18.2	nt	4.5	20.2	1.5	-5.5	-1.9	4.3	-18.6
Cc1ccc(S(=O)(=O)N(C)C)cc1NC(=S)NCc1ccco1	-6.7	12.3	8.5	0.6	-9.1	-4.4	-2.4	20.3	-12.1	5.3	-2.3
COc1cc(/C=C2\COC/C(=C\c3cc(OC)c(OC)c(OC)c3)C2=O)cc(OC)c1OC	-2.9	-67.2*	92.7*	nt	92.1*	105.2*	-9.1	96.1*	93.3*	86.5*	-21.8
O=C(CSc1c[nH]c2ccccc12)N1CCCc2ccccc21	-7.5	2.5	-1.6	3.3	-9.2	0.2	nt	2.0	-7.6	-19.4	-6.3
CSc1nnc(C)c(/C=C/Nc2ccc(C)cc2)n1	-11.0	-7.4	-4.1	-2.5	-5.2	6.4	1.2	16.0	-1.9	-3.8	-11.8
CS(=O)(=O)N1CCN(C(=O)c2cc3ccccc3oc2=O)CC1	?	-2.9	8.5	0.5	-1.9	2.2	1.2	-32.3	5.7	-6.2	-6.8
CCN(CC(=O)NC)S(=O)(=O)c1ccc(Br)cc1	-0.5	1.1	9.6	-2.1	11.4	10.4	-7.6	11.3	1.1	-4.1	-7.1
COc1cc(CC(=O)Nc2ccc(S(=O)(=O)N(C)C)cc2)cc(OC)c1OC	-5.6	4.7	8.0	1.0	10.1	9.2	3.1	-18.3	-11.9	7.8	-7.7
COC(=O)N/N=C(C)\C=C\c1ccco1	-4.2	-10.0	-2.0	-0.8	-1.4	-5.6	0.0	7.4	18.2	11.6	9.6
CCOC(=O)N1CCN(C(=S)NC(=O)C2CCCC2)CC1	nt	-6.6	9.0	-3.5	-4.1	1.5	4.4	-13.3	18.2	3.6	-1.8
O=c1c2ccccc2nnn1COc1cccc2ccccc12	nt	1.8	-251.3	0.0	-15.6	-225.5	-3.1	13.9	5.9	-88.5	-3.7
Cc1ccc(N2C(S)=C(C#N)C(=O)NC2c2cccs2)cc1 (stereo not drawn)	nt	4.7	-21.6	0.1	1.6	0.8	0.8	-0.1	-50.0	-40.0	-4.7
CCC(C(=O)Nc1cc(Cl)ccc1OC)c1ccccc1 (stereo not drawn)	5.4	3.8	13.9	-1.8	0.3	-3.1	-2.8	3.6	-0.5	7.8	-3.9
CN(C)C(=O)c1snnc1-c1ccccc1	5.9	14.8	26.2	1.9	0.3	-34.8	8.8	-9.7	14.8	17.0	nt
CC(C)COC(=O)c1cccc2c1-c1ccccc1/C2=N\O	-7.5	-8.7	4.2	2.5	-1.9	17.5	-0.7	-4.1	36.2	14.8	-4.6
COc1ccc(-n2c(C)nc3cc(C(=O)N4CCOCC4)ccc32)cc1	5.7	0.5	18.4	-1.8	2.5	6.0	5.0	-15.0	12.0	-12.0	-0.1
O=C(CCNC(=O)c1ccccc1Cl)Nc1cc(C(F)(F)F)ccc1N1CCCC1	nt	-3.3	6.1	-1.4	11.2	-4.6	-0.9	2.9	8.9	5.2	-5.8
Cc1ccccc1-c1cnc(C(O)c2c(C)cccc2C)[nH]1 (stereo not drawn)	3.2	-23.8	-1.9	nt	nt	-10.7	2.7	-53.5	13.6	-9.3	-5.3
O=C1NC(Nc2nccs2)(C(F)(F)F)C(=O)N1CCc1ccccc1 (stereo not drawn)	4.3	-9.6	13.1	0.4	5.1	14.3	3.9	12.8	8.1	33.5	nt
COc1ccc(C2(CNC(=O)c3ccc(C)cc3)CCOCC2)cc1	15.2	-5.7	23.0	-0.6	18.2	7.4	0.4	7.4	7.2	-4.8	-6.6
O=c1c2ccccc2sn1-c1cc(S(=O)(=O)N2CCOCC2)ccc1N1CCCC1	2.3	-2.1	5.4	-1.0	13.0	8.5	4.7	25.5	-12.4	3.8	-4.0
COc1ccc(S(=O)(=O)N2Cc3ccccc3CC2C(=O)Nc2nccs2)cc1 (stereo not drawn)	-3.5	30.9	-155.9	4.8	-42.9	-186.7	-5.7	-56.4	-30.8	-56.7	-3.6
Cc1cc(N2CCCC2)ccc1/C=C1/C(=O)N(C)C(=S)N1C	1.7	-11.5	-26.5	2.6	32.4	12.6	?	1.1	-11.2	-25.6	-4.9
CCOc1ccc(S(=O)(=O)N2CCN(C(=O)C3CCC3)CC2)cc1	-9.4	4.2	6.3	0.7	7.3	4.4	-6.3	23.5	23.6	8.8	-5.9
Cc1cccc2cc(CN(CCCO)C(=O)Nc3ccccc3Cl)c(=O)[nH]c12	-7.0	-2.0	11.9	3.2	7.0	5.8	-1.7	10.9	-7.5	-19.4	nt
COc1ccc(/C=C(\C#N)C(=O)Nc2cccnc2)cc1	-4.1	-4.5	-5.7	-0.4	5.9	-3.7	1.7	2.7	24.8	-12.6	-2.6
COC(=O)CCC(=O)OC1(C)C(=O)C2=CN(c3ccccc3)C(c3ccc(OC)cc3)=CC2=C(Br)C1=O (stereo not drawn)	nt	-2.0	-23.3	4.6	7.6	-12.6	-0.9	-3.6	15.8	-19.9	-6.2
Cc1cc(=O)n2nc(N3CCCC(C(=O)NC4CCC(C)CC4)C3)sc2n1 (stereo not drawn)	13.3	-23.7	3.3	2.6	2.8	8.2	13.3	7.7	25.4	-12.2	-3.0
Clc1ccc2noc(-c3ccccc3)c2c1	-21.4	0.9	3.9	1.5	10.0	11.1	-6.3	-14.2	5.6	-2.8	-6.2
O=C(CSc1nnc(COc2ccc(Cl)cc2)o1)NC1CCCCC1	2.0	-8.9	-25.1	1.7	-3.5	-15.3	2.3	-18.0	-5.9	-27.7	-1.8
COc1cccc(OC)c1C(=O)Nc1ccccc1C(=O)N1CCCC1	9.9	-17.3	6.1	nt	4.9	-7.0	12.3	-17.4	12.1	-11.0	nt
Fc1ccc(CNC(=S)Nc2ccc(Cl)cc2Cl)cc1	-1.7	7.3	-24.7	2.9	8.7	-16.8	3.2	1.6	-10.9	-14.4	-3.2
O=C(NCc1ccco1)c1cc(S(=O)(=O)N2CCCCC2)ccc1Cl	21.5	-6.4	0.0	2.8	3.2	11.9	-9.6	1.4	12.4	17.2	-5.0
Cn1nc(C(F)(F)F)c(-c2ccc(Br)cc2)c1NC(=O)c1cccnc1	2.5	-21.4	33.5	0.2	7.1	15.0	5.8	-32.1	5.4	-6.7	-4.0
O=C(CSc1nc2nn(-c3ccccc3)c(=O)c-2c2n1CCCCC2)Nc1ccc(OC(F)F)cc1	0.3	-12.7	-8.8	nt	0.0	12.6	-1.8	20.8	-25.4	-17.2	-5.6
O=C(CSC1CC(=O)N(CCc2ccccc2)C1=O)Nc1ccc(Br)cc1 (stereo not drawn)	14.8	5.9	4.8	2.2	7.1	-11.0	12.3	4.3	-8.9	0.1	-4.3
O=C(NCC(c1cccs1)N1CCOCC1)c1cc([N+](=O)[O-])cc([N+](=O)[O-])c1 (stereo not drawn)	2.0	4.3	11.3	-3.9	-4.8	6.7	3.7	27.0	3.4	5.2	-4.7
O=[N+]([O-])c1ccc(CSc2nc3ccccc3[nH]2)cc1	-7.2	6.0	-265.6	1.3	-87.7	-309.2	15.5	-102.8	-9.2	-104.5	-2.9
O=C(Nc1ccccc1)c1n[nH]c(Cn2cncn2)n1	-3.1	-12.8	9.7	-3.4	8.7	9.5	2.3	-15.4	-14.8	-0.8	-9.3
Cc1cc(C)n2nc(Sc3ncccc3[N+](=O)[O-])nc2n1	12.0	-8.4	6.6	0.3	nt	4.8	2.4	-9.8	-2.0	-17.4	-13.7
COC(=O)c1cn(S(=O)(=O)c2ccccc2)c2ccccc12	-9.7	-2.2	32.3	-1.9	-6.5	22.9	6.9	2.5	28.2	-5.0	-12.6
CCC(C)(C)C1CCc2[nH]nc(C(=O)O)c2C1 (stereo not drawn)	0.8	-22.8	7.3	2.4	-9.6	-14.1	-10.1	-16.6	8.0	-20.8	-3.6
CSCCC(NS(=O)(=O)c1cccs1)C(=O)NCc1ccccc1 (stereo not drawn)	4.9	-2.2	18.4	-0.3	1.7	1.3	-0.6	-0.8	-1.8	-12.4	-3.0
CCCCn1c(N)c(N(CCOC)C(=O)COC(=O)CSc2cc(C)c3ccccc3n2)c(=O)[nH]c1=O	-10.3	3.6	4.1	-0.2	-3.7	-4.1	-2.5	-11.6	-4.6	-6.6	-4.9
C[C@@H](C(=O)N[C@@H](Cc1ccccc1)C(=O)O)n1nnc2ccccc2c1=O	-15.3	-4.9	13.0	1.6	-7.0	6.9	0.7	9.5	15.2	29.0	-2.7
O=C(c1ccc(N2CCN(C3CC(=O)N(Cc4cccs4)C3=O)CC2)cc1)c1cccnc1 (stereo not drawn)	-1.4	-3.8	1.7	-0.9	11.4	11.0	-2.3	13.7	9.3	4.4	-2.9
CCOC(=O)C(=Cc1ccccc1)C(=O)c1ccccc1	-5.2	-18.3	86.9*	nt	nt	102.9*	-1.2	40.1	66.7*	-5.4	-9.8

At a glance, part of the list above:
SMILES	Vif inh	KKLEB cytotox	HIF-2a block	NR2E3 ag-1	TRPM1 prom inh	Peg3 prom inh	PDI turbidity	Shn3 3UTR inh	CF NFkB block	NR2E3 ag-2	CaV13 FRET inh
C[C@@H](C(=O)N[C@@H](Cc1ccccc1)C(=O)O)n1nnc2ccccc2c1=O	-15.3	-4.9	13.0	1.6	-7.0	6.9	0.7	9.5	15.2	29.0	-2.7
O=C(c1ccc(N2CCN(C3CC(=O)N(Cc4cccs4)C3=O)CC2)cc1)c1cccnc1 (stereo not drawn)	-1.4	-3.8	1.7	-0.9	11.4	11.0	-2.3	13.7	9.3	4.4	-2.9
CCOC(=O)C(=Cc1ccccc1)C(=O)c1ccccc1	-5.2	-18.3	86.9*	nt	nt	102.9*	-1.2	40.1	66.7*	-5.4	-9.8

From PubChem BioAssay
